# PfHsp90 set2: growth inhibition of PfHsp90-expressing yeast, primary screen, antimalarial PfHsp90 inhibitor project, S. cerevisiae, BacTiter-Glo luminescence, single point, set 2; 310,000 tested, 0.32% active; BacTiter-Glo ATP, 48 h; yeast lacking PDR1 and PDR3 efflux regulators; inhibition, % at 9.4 µM;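 active means every replicate shows inhibition above about 80%, whatever the replicate mean, limit read from the data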;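 further: 0% = DMSO neutral controls and 100% = 20 µM radicicol positive controls; yeast relying on Plasmodium falciparum Hsp90 in place of its own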
# CAL PDZ inh: CAL PDZ peptide-binding inhibitors, primary screen, biochemical, fluorescence polarization, Cer-tagged CAL PDZ, HTS; Golgi-associated PDZ and coiled-coil motif-containing protein (Homo sapiens), Q9HD26; purified CAL PDZ, TMR-peptide fluorescence polarization, 1 h; inhibition, % at 20 µM; 330,000 tested, 0.02% active; AID 504414, 2011;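 active means highest replicate inhibition of at least 40%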;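 further: plate controls were DMSO neutral control wells for no effect and unlabeled competitor peptide control wells for full effect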
#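 Read-out basis: mP drop reported as inhibition | Assay system: Tagged CAL PDZ protein CerCALP, purified | Benchmarks: Unlabelled peptide for full inhibition, DMSO wells as neutral | Schedule: 1 h incubation at room temperature before polarization reading | Buffer or medium: Sodium phosphate/NaCl buffer pH 7.4 with TCEP, IgG, Thesit | Doses: Single point, 20 µM | Measured by: Fluorescence polarization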
# Wnt act: Wnt/beta-catenin pathway activators, primary screen, cell-based, plate reader, single point; Wnt/beta-catenin reporter cell assay, activator; activation, % at 9.35 µM; 300,000 tested, 1.2% active; AID 743398, 2014; in the data active means activation above about 30%, passing the limit was not always enough;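 further: 0% = neutral control wells and 100% = positive control wells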
# E coli growth: E. coli V3065 growth inhibition, primary screen, counter-screen for AddAB inhibitor project, absorbance, OD600 | 18 h | inhibition, % at 11.9 µM | 330,000 tested, 0.27% active;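 active means inhibition above the campaign's mean inhibition across all tested compounds plus 3 SD, cut at about 9.9% in these data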;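 further: uninfected addAB+ strain grown without phage in ampicillin broth; 0% = DMSO wells and 100% = ciprofloxacin 0.95 µg/ml wells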
# PvdQ inh: P. aeruginosa PvdQ acylase inhibitors, primary screen, biochemical, fluorescence, plate reader and imaging, single point; 340,000 tested, 0.063% active; AID 488965, 2010; PvdQ acylase [Pseudomonas aeruginosa LESB58]; purified PvdQ acylase; inhibition, % at 10 µM; in the data active means inhibition above about 30%, passing the limit was not always enough;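 further: 0% = vehicle neutral wells and 100% = reference inhibitor wells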
# DAGLB inhibitor: DAGLB lipase inhibitors, primary screen, biochemical, fluorescence, HTS; AID 504411, 2011; HEK293T DAGLB membrane lysate, EnzChek fluorogenic substrate; 340,000 tested, 0.059% active; Diacylglycerol lipase-beta (Homo sapiens), Q8NCG7; inhibition, % at 5.17 µM; in the data active means inhibition above about 34%;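 further: 0% = enzyme with vehicle and 100% = wells lacking enzyme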
# Target sequence (Q8NCG7 whole entry, looked up): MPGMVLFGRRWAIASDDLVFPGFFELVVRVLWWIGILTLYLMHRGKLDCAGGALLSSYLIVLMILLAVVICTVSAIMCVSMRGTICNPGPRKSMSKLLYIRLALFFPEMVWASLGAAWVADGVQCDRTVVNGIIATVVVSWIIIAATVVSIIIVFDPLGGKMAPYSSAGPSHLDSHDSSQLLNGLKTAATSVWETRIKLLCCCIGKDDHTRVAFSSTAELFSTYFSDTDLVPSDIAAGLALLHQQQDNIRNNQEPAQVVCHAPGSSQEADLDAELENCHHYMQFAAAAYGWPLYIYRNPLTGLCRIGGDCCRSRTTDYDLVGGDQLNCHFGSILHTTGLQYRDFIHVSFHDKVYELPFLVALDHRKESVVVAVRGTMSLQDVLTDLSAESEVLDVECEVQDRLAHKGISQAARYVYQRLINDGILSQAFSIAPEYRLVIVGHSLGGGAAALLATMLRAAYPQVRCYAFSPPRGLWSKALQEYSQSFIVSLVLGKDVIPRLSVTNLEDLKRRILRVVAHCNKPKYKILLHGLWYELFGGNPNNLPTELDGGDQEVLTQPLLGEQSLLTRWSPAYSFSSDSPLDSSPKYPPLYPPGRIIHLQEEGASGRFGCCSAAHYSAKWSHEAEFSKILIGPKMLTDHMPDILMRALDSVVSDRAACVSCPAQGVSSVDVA
# AddAB inh: growth inhibition of E. coli expressing H. pylori AddAB, primary screen, AddAB inhibitor project, absorbance. inhibition, % at 11.9 µM. 330,000 tested, 0.29% active. AID 435030, 2010; in the data active means inhibition above about 12%;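 further: 0% = vehicle wells of infected cells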
# Rtt109 HAT inh: inhibitors of C. albicans Rtt109/Vps75 HAT, primary screen, biochemical, ThioGlo CoA-SH fluorescence, plate reader; 330,000 tested, 0.16% active; purified Rtt109/Vps75, 4 h; Histone acetyltransferase RTT109 (Candida albicans (strain SC5314 / ATCC MYA-2876)), …; AID 540336, 2011; inhibition, % at 34.9 µM;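 active means inhibition of at least 50% in every replicate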
# Target sequence (Q5AAJ8 whole entry, looked up): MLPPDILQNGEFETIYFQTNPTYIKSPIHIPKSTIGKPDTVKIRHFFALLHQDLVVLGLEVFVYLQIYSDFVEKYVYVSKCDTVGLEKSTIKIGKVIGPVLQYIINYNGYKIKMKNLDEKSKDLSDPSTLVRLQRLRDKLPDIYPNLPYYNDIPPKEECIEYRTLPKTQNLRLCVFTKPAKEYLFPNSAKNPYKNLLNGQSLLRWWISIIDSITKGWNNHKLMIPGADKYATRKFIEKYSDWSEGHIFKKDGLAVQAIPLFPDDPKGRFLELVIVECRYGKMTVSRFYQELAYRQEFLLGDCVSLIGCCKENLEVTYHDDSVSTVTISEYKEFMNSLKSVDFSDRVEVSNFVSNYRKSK
# Tat export inh: E. coli Tat export inhibitors, primary screen, MC4100, TorA-mCherry reporter, fluorescence, single point. inhibition, % at 10 µM. 340,000 tested, 0.036% active;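 active means mean replicate inhibition at least 50% and at least half of replicates individually reaching 50%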;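 further: exported cargo escapes ClpAP degradation while cytoplasmic cargo is degraded and loses fluorescence; 0% = median of neutral control wells and 100% = median of NaSCN control wells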
# phage Ecoli inh: growth loss of phage-infected E. coli, primary screen, RecBCD inhibitor project, absorbance, with phage, HTS; inhibition, % at 11.9 µM; 360,000 tested, 0.26% active; in the data active means inhibition above about 11%
# Numbers without * were called inactive; . = not tested or not shown. The order is random; any-hit rate near 1.9%.
SMILES,PfHsp90 set2,CAL PDZ inh,Wnt act,E coli growth,PvdQ inh,DAGLB inhibitor,AddAB inh,Rtt109 HAT inh,Tat export inh,phage Ecoli inh
COc1ccccc1-n1ccnc1SCC(=O)NCc1ccco1,-16,-2.2,0,-2.8,0,-1,4.6,1,1,2.9
CC(=O)Nc1cccc(C(=O)OCC(=O)Nc2nnc(-c3ccccc3)o2)c1,.,-2.7,2,-0.6,5,0,-2.1,2,-5,-1.9
CC(/C=C/C=C/c1ccccc1)=N/NC(=O)c1ccc2c(c1)OCCO2,-11,1.9,-1,2.4,-8,0,1.3,-1,9,1.9
CCOc1ccccc1N1CC(C(=O)NCCOc2ccccc2OC)CC1=O (stereo unspecified),-2,-1.4,0,-1.3,0,0,1.5,-8,-1,4.0
CCN(CC)S(=O)(=O)c1ccc(C(=O)NCCN2C(=O)S/C(=C\c3cccnc3)C2=O)cc1,-20,-2.0,3,0.4,10,0,2.2,6,-8,2.2
COCC(=O)N1CCCC(C(=O)c2ccc(Oc3ccccc3)cc2)C1 (stereo unspecified),36,-0.2,0,-0.8,-11,-1,-0.9,5,0,-0.6
COc1ccc(NC(=O)CSc2n[nH]c(-c3ccncc3)n2)c([N+](=O)[O-])c1,-3,0.0,-1,.,-6,0,.,-1,3,-0.2
Cc1ccc(C(=O)NNC(=O)c2ccccc2OCc2c(C)noc2C)cc1,4,-2.2,0,.,-7,2,.,2,1,1.0
O=C1c2cccc(OCc3ccc(F)cc3)c2CCN1Cc1ccc(F)cc1,5,-0.4,-8,3.3,-5,-12,2.0,-5,5,1.7
O=C(COc1ccccc1Cl)NC(=S)N1CCc2ccccc21,.,-1.3,0,-1.7,-23,2,-2.2,1,2,-3.1
Nc1cc(N)nc(SCC(=O)NCC(=O)Nc2ccc(F)c(F)c2F)n1,-1,-0.1,-5,0.3,-11,-1,-1.2,2,5,4.4
COc1ccc(OC)c2c(C)cc(N3CCN(C(=O)c4ccc(F)cc4)CC3)nc12,-5,-1.6,.,0.4,4,1,1.1,13,5,-0.2
C[C@H](O)[C@@H]1C(=O)N2CCc3ccc(N4CCN(C)CC4)cc3[C@@H]2C[C@@H]1N(C)C(=O)NC1CCCCC1,-18,0.3,-1,.,-9,-1,.,-6,-4,1.8
Cc1ccc2c(CC(=O)Nc3nc(C)cs3)coc2c1,.,.,.,1.1,-2,0,5.9,3,11,3.1
COc1cc(/C=N/NC(=O)CNC(=O)c2ccccc2)ccc1OC(=O)c1cccs1,-22,-1.9,33*,-0.6,-14,-2,1.6,0,-8,1.2
CCCCNC(=O)c1onc(CSc2cc(C)cc(C)c2)c1C(=O)O,-8,-2.2,0,0.1,-5,14,1.3,-1,-3,-0.2
COc1ccc(/C=C(\NC(=O)c2ccccc2)C(=O)NNC(=O)CCN2CCOCC2)cc1,0,-0.2,-1,0.2,-6,-1,-2.0,-3,0,2.5
O=C(NCc1ccc(-n2cccc2)cc1)c1cccc(F)c1,.,-0.3,0,0.6,-6,-7,2.5,-11,-5,2.6
CCc1ccc(S(=O)(=O)N/N=C\c2ccc([N+](=O)[O-])o2)cc1,10,0.6,-2,.,2,-2,.,30,5,3.8
Cc1c(C(=O)N2CCN(c3ccc(F)cc3)CC2)oc2c1C(=O)CCC2,3,-2.8,-2,-0.2,-14,-7,0.4,-3,1,0.9
Cc1ccc(C(=O)O)cc1NC(=S)NC(=O)c1ccc(-c2ccc(Cl)cc2)o1,-7,-2.3,2,1.8,-4,-1,-0.3,-3,3,1.7
CC(=O)Nc1ccc(/C=C/c2noc(-c3ccccc3O)n2)cc1,-7,-1.4,.,-2.8,1,-1,-1.0,15,3,.
Cc1ccc(CNC(=O)CCSCc2ccccc2C)cc1,-6,-1.4,2,0.7,-7,-12,0.6,-9,7,-0.2
O=C(NCCc1cn2ccsc2n1)c1cccs1,-2,-0.8,6,-0.3,14,0,-1.0,7,-10,1.8
Cc1cc(C(=O)Nc2ccccc2)c2ccccc2n1,1,2.3,1,-1.4,-20,1,1.5,3,0,1.9
Cc1ccc2c(c1)[nH]c1c(=O)n(Cc3ccco3)cnc12,-7,-3.0,29,0.0,6,1,2.7,35,-9,2.0
COc1ccc2nc(NC(=O)C3CCN(S(=O)(=O)c4cccs4)CC3)sc2c1,-1,0.0,.,0.9,-10,-3,2.9,1,-3,2.4
Cc1[nH]nc2c1C(CC(C)C)C(C#N)=C(N)O2 (stereo unspecified),-1,-0.7,1,2.9,-14,.,2.1,-8,-10,3.3
COc1cccc(C(=O)Nc2nnc(SCC(=O)NC3CC3)s2)c1,-23,-0.5,12,1.2,-11,-1,1.8,-13,1,1.1
O=C(COC(=O)c1cc([N+](=O)[O-])ccc1N1CCOCC1)NCc1ccc(Cl)cc1Cl,11,-2.9,3,-0.6,-7,1,0.4,5,1,0.7
COc1ccc(-c2nc(S(=O)(=O)c3ccccc3)c(N3CCOCC3)o2)cc1,2,-1.6,-2,-1.8,7,-3,4.2,17,-10,2.8
COc1ccccc1C(=O)NNC(=O)c1ccc(Cl)cc1,6,-0.9,9,1.0,1,1,0.6,1,1,2.5
Cc1ccc(NC(=S)N/N=C/c2cccn2Cc2ccccc2F)cc1,-22,-1.2,7,-0.5,-1,-2,-1.4,-15,0,-2.0
COc1ccc(NC(=O)CN2C(=O)NC(C)(C3CC3)C2=O)cc1S(=O)(=O)N1CCCCC1 (stereo unspecified),-5,0.1,-1,0.2,8,-5,-0.2,-3,3,1.8
COC(=O)c1ccc(COc2ccc(/C=N/O)cc2OC)o1,-2,-1.4,4,1.4,10,-2,1.4,6,11,5.3
CCOc1ccc2cc(C#N)c(SCC(=O)OC)nc2c1,.,-0.5,86*,-0.2,-17,-3,-1.0,8,17,3.1
CC1CC1C(=O)Nc1cc(S(=O)(=O)N2CCOCC2)ccc1N1CCCC1 (stereo unspecified),0,-1.2,-1,-2.0,17,1,1.2,1,2,0.8
COc1cccc(C(=O)CC(C(=O)O)c2ccc(F)cc2)c1 (stereo unspecified),12,-2.9,8,-0.9,-15,0,-0.2,.,3,2.6
O=C(COC(=O)C1CCCN1C(=O)c1cccs1)c1ccccc1 (stereo unspecified),5,-0.9,.,2.3,-8,-1,0.6,5,2,2.7
COc1ccc(-n2nc([N+](=O)[O-])c(=NCCC3=CCCCC3)n2O)cc1,-21,-0.5,3,0.9,5,11,2.0,4,3,0.8
CCOC(=O)C(CC)(CCC(=O)O)c1csc(N)n1 (stereo unspecified),-9,-1.9,-1,1.1,7,-1,2.3,-1,-2,3.2
O=C(CSc1ccc2c(c1)OCCO2)NCc1ccco1,-7,-2.9,0,-0.8,2,1,-0.4,12,-1,2.2
Cc1cc(C)cc(OCC(=O)Nc2cccc(-c3nnc(-c4ccco4)o3)c2)c1,-31,-1.9,9,2.5,-26,1,1.3,-14,-5,0.8
O=c1cc(-c2ccccc2)nc2nc(SCc3ccccc3)[nH]n12,.,.,-3,1.0,5,0,2.7,-7,0,1.9
CCCC(=O)OCC(=O)Nc1ccccc1Sc1ccccc1,24,-1.3,.,3.9,-1,1,1.5,-10,6,1.8
CCOc1ccc(N=c2cc(-c3ccc(OC)cc3)oc3ccccc23)cc1,2,-0.3,5,-2.8,-4,-3,4.2,15,2,3.3
Cc1nn(C)c(Cl)c1C(=O)NCC(=O)O,17,-1.0,-1,1.3,-14,-1,-0.1,-6,-6,4.6
COCCCn1c(SCC(=O)OC2CCCCC2)nnc1-c1cccs1,14,-1.8,.,-1.5,5,0,0.8,25,9,1.3
CCc1ccc(C(=O)COC(=O)C(Cc2ccccc2)NC(=O)C2CCC(C)CC2)cc1 (stereo unspecified),57,-1.9,7,-0.7,-7,-1,3.6,1,15,0.5
CCOC(=O)N1CCN(C(=O)c2cc3cc(F)ccc3[nH]2)CC1,-68,-1.7,0,0.3,-6,0,1.0,-1,-5,2.3
COc1cc(CNC2CCCCC2)c(Br)cc1OC1CCCC1,2,-0.2,-2,-0.8,-10,0,-0.2,12,-2,3.2
CCC(C)NS(=O)(=O)c1ccc(NS(=O)(=O)c2ccccc2[N+](=O)[O-])cc1 (stereo unspecified),31,0.6,0,0.9,-11,-1,-1.5,-1,5,2.4
CCOc1cccc(/C(O)=C2/C(=O)C(=O)N(CCOC)C2c2ccncc2)c1 (stereo unspecified),5,-0.9,.,-0.6,6,1,2.5,-8,-8,-0.5
CCOc1ccccc1N1CCN(S(=O)(=O)c2ccc(Cl)s2)CC1,4,-0.7,5,2.0,-9,-9,-0.4,-6,23,-0.1
CCOC(=O)C1CCCN(S(=O)(=O)Cc2ccccc2Cl)C1 (stereo unspecified),-9,0.4,1,-0.7,-4,-13,5.0,1,3,0.5
CC(C)c1ccc(N(C(=O)c2ccc3c(c2)OCO3)C2C=CS(=O)(=O)C2)cc1 (stereo unspecified),14,-2.2,0,-3.0,-5,1,-5.1,1,-5,-0.5
Cc1ccccc1C(CC(=O)c1cccs1)C(C#N)C#N (stereo unspecified),-8,-0.8,.,0.2,-5,2,4.5,4,-3,1.9
CCOc1ccc(CCNC(=O)C2CCC(=O)N2C2CCCCC2)cc1OCC (stereo unspecified),3,-3.0,-1,0.4,-3,-1,0.4,7,2,1.7
COc1ccc(CCC(=O)OC(C)C(=O)c2ccc(C)cc2)cc1 (stereo unspecified),.,0.2,-5,-0.1,0,-8,0.3,-14,4,2.8
CCC(=O)Nc1cccc(-c2nnc(-c3ccccc3)o2)c1,10,-3.1,1,0.4,-11,-2,1.0,-4,-10,1.1
CN(C)c1ccc(C(=O)N2CC(=O)N(CCc3ccccc3)C(=O)C2)cc1,.,-1.7,.,-0.3,-14,-1,4.1,2,2,0.7
CC1CCN(C(=O)COC(=O)c2n[nH]c3ccccc23)CC1,10,.,.,1.4,-15,-2,3.3,-12,3,3.7

# Source: PubChem BioAssay
